# High-throughput results deposited in PubChem BioAssay by several laboratories.
# Mtb FBA inh = Mtb fructose-bisphosphate aldolase inhibition | P9WQA3 | purified M. tuberculosis FBA, fluorescence read-out | inhibition, % at 1 µM | 360,000 compounds, 2.3% hits; in the data active = inhibition above about 27%;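 also: 0% = vehicle and 100% = reference inhibitor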
# Target sequence (P9WQA3 whole entry, looked up): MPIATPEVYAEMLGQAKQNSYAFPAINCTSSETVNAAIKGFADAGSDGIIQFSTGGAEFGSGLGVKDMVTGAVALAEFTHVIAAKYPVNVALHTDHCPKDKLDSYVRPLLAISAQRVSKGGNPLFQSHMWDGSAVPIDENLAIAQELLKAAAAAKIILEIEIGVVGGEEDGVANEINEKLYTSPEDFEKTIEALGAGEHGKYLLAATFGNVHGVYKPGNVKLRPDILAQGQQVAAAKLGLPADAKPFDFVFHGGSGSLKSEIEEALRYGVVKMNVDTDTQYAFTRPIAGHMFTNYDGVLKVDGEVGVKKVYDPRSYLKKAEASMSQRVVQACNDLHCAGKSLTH
# TcdB inh = TcdB glycohydrolase inhibition; 350,000 compounds, 0.24% hits; inhibition, % at 9.99 µM; TcdB glycohydrolase enzymatic assay, plate reader; AID 652162; in the data active = inhibition above about 10%
# PfHsp40 yeast = rescue of PfHsp40-mediated yeast toxicity | growth rescue, % at 12.5 µM | S. cerevisiae expressing PfHsp40, growth rescue, ATP luminescence | 340,000 compounds, 0.68% hits; in the data active = growth rescue above about 28%, passing the limit was not always enough;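 also: yeast W303a lacking pdr1 and pdr3 grown in galactose medium; growth measured after three days at 30 °C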
# Vc quorum ag = quorum light induction in luxS cqsA deficient V. cholerae; V. cholerae BH1578 lux reporter, luminescence, 6 h; activation, % at 18.7 µM; 350,000 compounds, 0.16% hits; in the data active = activation mostly above about 9.7%, no sharp cut-off; also: not every result past the cut was called active; inactives centre near 0; reference of the scale not given here
# BioA inh = inhibitors of Mycobacterium tuberculosis BioA enzyme. purified M. tuberculosis BioA enzyme, plate reader. inhibition, % at 9.99 µM. 360,000 compounds, 0.096% hits; in the data active = inhibition above about 40%
# FadD28 binding = blocks FadD28 binding to the bisubstrate probe; fluorescence polarization; inhibition, % at 12.5 µM; 360,000 compounds, 0.22% hits; in the data active = inhibition above about 8.5%, passing the limit was not always enough
# GDH-TPI inh = inhibits GDH-TPI coupling enzymes, artifact for Mtb FBA screen | GDH-TPI coupled enzyme counterscreen, NADH absorbance | inhibition, % at 4.8 µM | 360,000 compounds, 1.2% hits | AID 588335; in the data active = inhibition above about 30%;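 also: 0% = DMSO wells and 100% = wells lacking the enzyme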
# Mtb UGM inh = blocks M. tuberculosis UGM enzyme | 320,000 compounds, 0.06% hits | purified UGM, fluorescence polarization probe displacement | inhibition, % at 10 µM; in the data active = inhibition above about 10%, passing the limit was not always enough
# Target sequence (P9WIQ1 whole entry, looked up): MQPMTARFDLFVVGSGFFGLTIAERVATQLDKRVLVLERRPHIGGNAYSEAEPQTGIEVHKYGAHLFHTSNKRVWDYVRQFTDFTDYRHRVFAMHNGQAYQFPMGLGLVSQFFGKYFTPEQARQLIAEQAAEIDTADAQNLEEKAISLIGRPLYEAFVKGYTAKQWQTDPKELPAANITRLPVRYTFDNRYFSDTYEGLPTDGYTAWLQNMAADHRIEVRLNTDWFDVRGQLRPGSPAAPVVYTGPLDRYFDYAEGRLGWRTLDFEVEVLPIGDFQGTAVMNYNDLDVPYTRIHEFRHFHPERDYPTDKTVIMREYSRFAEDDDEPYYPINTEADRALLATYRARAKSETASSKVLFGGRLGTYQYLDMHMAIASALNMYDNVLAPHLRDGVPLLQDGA
# Y pestis TopoI = inhibitors of Yersinia pestis topoisomerase I | Y. pestis Topo-I cleavage product accumulation, plate reader | activity, % at 10 µM | 360,000 compounds, 0.064% hits; in the data active = activity above about 50%, passing the limit was not always enough; also: inactives centre near 2
# * hit, by the source's call; i = inactive; nt = no result given. The order is random. Share with any hit: about 4.6%.
# The first two compounds (preview)
Compound,Mtb FBA inh,TcdB inh,PfHsp40 yeast,Vc quorum ag,BioA inh,FadD28 binding,GDH-TPI inh,Mtb UGM inh,Y pestis TopoI
O=C1[C@@H]2Cc3c([nH]c4ccccc34)C(c3ccccc3)N2C(=O)CN1C1CC1 (stereo partly specified),5,-0.7,0.2,-1.6,0.6,-4.5,-3,-0.9,-7
CC(=O)c1ccc2c(c1)N(Cc1ccccc1)C(=O)C(C)S2 (stereo unspecified),0,2.3,nt,i,6.1,-4.4,-11,nt,10

# Main list, from the first entry:
Compound,Mtb FBA inh,TcdB inh,PfHsp40 yeast,Vc quorum ag,BioA inh,FadD28 binding,GDH-TPI inh,Mtb UGM inh,Y pestis TopoI
O=C1[C@@H]2Cc3c([nH]c4ccccc34)C(c3ccccc3)N2C(=O)CN1C1CC1 (stereo partly specified),5,-0.7,0.2,-1.6,0.6,-4.5,-3,-0.9,-7
CC(=O)c1ccc2c(c1)N(Cc1ccccc1)C(=O)C(C)S2 (stereo unspecified),0,2.3,nt,i,6.1,-4.4,-11,nt,10
COc1cccc(C(O)c2nc(/C=C/c3ccc(C(F)(F)F)cc3)cs2)c1 (stereo unspecified),-4,0.8,nt,i,1.0,-4.7,8,nt,-3
COc1ccc(C)cc1NC(=O)c1nnn(Cc2cccc(C(F)(F)F)c2)c1N,-1,-0.2,0.6,i,nt,-3.8,-3,3.7,-3
COc1ccc(NC(=O)c2ccc3c(c2)S(=O)(=O)c2ccccc2C3=O)cc1,6,1.1,-0.3,2.9,-0.9,-1.2,9,3.5,3
Cc1cc(OCC(=O)OCC(=O)N(Cc2ccccc2)C(C)(C)C)ccc1Cl,-1,0.4,nt,i,-0.9,-4.7,1,nt,29
CC(C)c1c(CN(C)C(C)Cc2ccccc2)n(C)n(-c2ccccc2)c1=O (stereo unspecified),5,1.6,-1.1,-1.2,-4.7,-0.2,5,3.1,18
Cc1ccc(O)c(C(=O)c2cc(C(=O)NCc3ccccc3)c(=O)n(Cc3ccccc3)c2)c1,-3,-0.8,-0.8,-0.3,-1.6,-2.7,18,nt,-8
CCOc1ccc(N(C)S(=O)(=O)c2cc(-c3cc(C)no3)ccc2CC)cc1,2,0.5,1.4,-0.4,-3.3,-0.8,3,-0.7,29
CC(C)(C)n1nnnc1C(c1ccc(C#N)cc1)N1CCCC2(CCCCC2)C1 (stereo unspecified),-1,nt,5.8,-0.4,-5.8,-3.0,-1,3.4,17
Cc1c(NC(=O)CN2C(=O)c3ccccc3S2(=O)=O)c(=O)n(-c2ccccc2)n1C,1,nt,0.3,i,-1.4,-0.3,-9,-1.5,-2
CC(=O)Cn1c(=O)c2c(nc3n2CCCN3Cc2ccccc2)n(C)c1=O,-5,0.8,-0.1,-3.4,6.7,-2.6,-3,2.1,-7
COc1ccc(Cn2nnnc2C(c2cccs2)N2CCSCC2)cc1 (stereo unspecified),4,nt,16,-0.7,-1.3,-3.7,6,2.4,18
Cc1ccc(C(=O)C(C)OC(=O)CCN=C2NS(=O)(=O)c3ccccc32)cc1 (stereo unspecified),4,-1.2,0.1,i,nt,-1.7,-6,-1.2,0
C/C(=N\NC(=O)C1CC1)c1ccc(N2CCOCC2)cc1,-1,-0.2,-0.5,i,nt,-3.1,13,0.6,-10
COc1nc(C#N)nc(N(C)C)n1,-1,nt,-1.7,-1.0,-0.4,-1.8,5,0.8,4
c1ccc(CSc2nnnn2-c2ccccc2)cc1,1,nt,-0.5,2.0,1.4,0.4,0,-0.1,5
CCOc1ccc(NS(=O)(=O)c2cc(NC(=O)c3ccc(C)cc3)ccc2Cl)cc1,-3,nt,0.9,1.7,nt,0.5,6,-2.6,5
COC(=O)CCC(=O)Nc1cccc2c(NC(=O)CCC(=O)OC)cccc12,3,nt,0.4,i,-0.7,-2.9,-3,-1.4,-7
COc1ccccc1OCCOCCOc1ccccc1Cl,-1,0.1,2.0,-0.8,-0.5,-3.4,-9,0.2,14
CCN(CC(=O)NCc1cccs1)C(=O)c1ccccc1Cl,-4,-2.9,1.2,-0.7,nt,-3.8,2,-0.2,10
CN(CC(=O)Nc1cccc2ccccc12)C(=O)c1ccc(NC(=O)CC#N)cc1,0,1.9,1.1,i,0.5,-3.9,2,1.8,-4
Cc1cccc(C(=O)OCC(=O)N2CCc3ccccc3C2)c1O,5,-0.4,0.1,i,nt,0.1,4,-0.3,10
CCOC(=O)c1ccc(NC(=O)NCc2ccccc2)cc1,2,1.8,-1.4,-0.2,nt,0.1,13,-2.0,-1
O=C1NC(=O)C2(COC3(CCCC3)OC2)S1,-4,nt,-0.7,i,-0.5,-0.5,-5,-6.4,-3
COc1ccc(S(=O)(=O)N2CCCCCC2)cc1C(=O)N(C)Cc1ccco1,2,-3.5,-0.8,-1.4,2.4,0.8,4,0.5,9
COc1ccc(/C=C(\NC(=O)c2ccccc2)C(=O)N2CCC(C)CC2)cc1,1,0.5,3.8,i,0.5,-2.6,-1,nt,27
O=C(O)CSC1c2ccccc2C(=O)N1c1ccccc1 (stereo unspecified),-2,nt,-1.1,i,-1.3,1.5,6,-0.6,-4
COc1ccc(Nc2nnc(-c3ccc(N4CCOCC4)c([N+](=O)[O-])c3)c3ccccc23)cc1,-4,nt,1.2,0.9,nt,-1.6,10,nt,-1
COc1ccc([C@@H]2CC=C(C(=O)O)[C@H](c3cccc(Cl)c3)N2S(=O)(=O)c2ccc(Cl)cc2)cc1,0,-3.4,13,-0.4,1.0,-3.7,-2,0.7,3

# Reformatted field by field: 3 of the compounds above.
CCOC(=O)c1ccc(NC(=O)NCc2ccccc2)cc1
  Mtb FBA inh: 2
  TcdB inh: 1.8
  PfHsp40 yeast: -1.4
  Vc quorum ag: -0.2
  BioA inh: nt
  FadD28 binding: 0.1
  GDH-TPI inh: 13
  Mtb UGM inh: -2.0
  Y pestis TopoI: -1

O=C1NC(=O)C2(COC3(CCCC3)OC2)S1
  Mtb FBA inh: -4
  TcdB inh: nt
  PfHsp40 yeast: -0.7
  Vc quorum ag: i
  BioA inh: -0.5
  FadD28 binding: -0.5
  GDH-TPI inh: -5
  Mtb UGM inh: -6.4
  Y pestis TopoI: -3

COc1ccc(S(=O)(=O)N2CCCCCC2)cc1C(=O)N(C)Cc1ccco1
  Mtb FBA inh: 2
  TcdB inh: -3.5
  PfHsp40 yeast: -0.8
  Vc quorum ag: -1.4
  BioA inh: 2.4
  FadD28 binding: 0.8
  GDH-TPI inh: 4
  Mtb UGM inh: 0.5
  Y pestis TopoI: 9

# Next section.
Compound,Mtb FBA inh,TcdB inh,PfHsp40 yeast,Vc quorum ag,BioA inh,FadD28 binding,GDH-TPI inh,Mtb UGM inh,Y pestis TopoI
CC1CCN(c2ccc(-c3ccc(NC(=O)C(F)(F)F)cc3)nn2)CC1,6,nt,0.4,i,-1.6,0.2,12,1.1,-7
CCN1CCN(C(=O)c2ccc(CN(c3ccccc3)S(=O)(=O)c3ccccc3)cc2)CC1,0,-0.2,-1.3,i,0.0,0.0,2,0.5,13
Cc1ccc(S(=O)(=O)N2CCN(C(=O)CC(C)(C)C)CC2)cc1,-3,0.5,1.0,-0.3,-0.7,-2.7,4,1.9,-8
CC(C)N(CC(N)=O)c1ncnc2sc(-c3ccccc3)cc12,15,0.0,-0.3,i,1.3,-1.6,16,0.9,11
CC(C)(C)c1csc(N/N=C/c2ccc(O)cc2)n1,0,1.3,-0.9,0.3,-1.1,-2.5,15,-1.1,-16
CC(=O)Nc1ccc(NC(=O)C2c3ccccc3Oc3ccccc32)cc1,2,0.1,-0.6,0.2,nt,-0.2,-5,2.7,8
CCN(CC(=O)NC1CCS(=O)(=O)C1)S(=O)(=O)c1ccc(Cl)cc1C(F)(F)F (stereo unspecified),0,5.1,-0.3,i,0.0,-0.3,0,1.5,1
COc1cc(C2c3cc4c(cc3C(OC3OC5COC(c6cccs6)OC5C(O)C3O)C3COC(=O)C23)OCO4)cc(OC)c1O (stereo unspecified),2,-42,0.9,15,-0.1,-0.3,0,-2.0,16
CC(C)OC(=O)c1ccc(NC(=O)Cn2c(-c3nonc3N)nc3ccccc32)cc1,0,nt,0.7,7.1,5.2,-0.5,9,0.7,5
Cn1c(N)c(C(=O)COC(=O)c2ccccc2C(F)(F)F)c(=O)n(C)c1=O,0,1.4,1.3,i,-2.2,nt,-6,-0.5,-8
CC(=O)N1CCN(CC(=O)c2ccc(Br)cc2)CC1,0,-0.1,-1.6,-0.2,nt,-2.0,-5,0.1,1
Cc1cc(C)c(OCC(=O)NCC2CCCO2)c(C)c1 (stereo unspecified),2,1.7,-1.6,i,nt,-3.8,-6,1.8,3
Cc1cc(C(O)c2ncc(-c3ccccc3)[nH]2)ccc1F (stereo unspecified),4,nt,nt,-0.8,-2.8,0.9,12,nt,-12
C/C(=N\NC(=O)c1nnn(-c2nonc2N)c1CSc1ccc(Cl)cc1)c1cccnc1,-1,-1.5,-0.6,i,0.1,-2.2,-8,-1.1,-10
Cc1ccc(Sc2ccc(C(=O)NC(C)C)cc2[N+](=O)[O-])cc1,4,nt,0.6,i,-1.4,-1.7,14,4.9,-4
CCc1sc(C(=O)Nc2ccc(F)cc2C)cc1C,0,nt,0.7,i,2.2,-1.5,6,-0.9,12
Cn1c2c(c(=O)n(C)c1=O)C(c1ccc(O)cc1)Nc1ccccc1O2 (stereo unspecified),-6,nt,-0.5,-0.2,0.4,-0.7,-2,-1.0,1
COc1ccc(Cl)cc1NC(=O)CN1c2ccccc2CC1C (stereo unspecified),2,1.6,3.2,-0.5,-1.1,-4.1,-9,1.0,3
COc1ccc(OCCOCCN2CCc3ccccc3C2)cc1,1,nt,-1.5,nt,-0.6,0.4,5,-0.5,11
O=C(NCCCl)c1ccc(OCc2ccccc2)cc1Cl,1,3.1,-1.3,-0.3,nt,-3.0,4,-0.2,-9
Oc1ccc(/C=N\Nc2cc(N3CCOCC3)nc(N3CCOCC3)n2)c(O)c1,0,-2.6,-2.4,-0.4,0.1,-0.8,65*,1.3,-10
Nc1nc(N)c(N=O)c(OCC2CCCCC2)n1,1,-1.1,1.4,i,-2.6,0.2,34*,-0.3,-10
COc1cccc(OCCNC(=O)Nc2cc(F)c(F)cc2Cl)c1,1,0.6,0.6,-0.4,-2.4,-1.2,-4,0.1,6
Cc1ccc(C(=O)CSc2nnc(COc3cccc4cccnc34)o2)cc1,2,0.4,0.8,i,-0.6,-1.8,3,-0.8,1
CC1CC(C)(C)NC(=S)N1CCC(=O)N1CCN(c2ccccc2)CC1 (stereo unspecified),-3,0.5,0.2,i,0.2,-4.2,4,1.2,8
O=c1nc(-c2ccccc2)c(-c2ccccc2)n[nH]1,1,0.5,-1.0,-0.4,-1.0,-1.4,-3,5.1,-6
CCOC(=O)c1c(S(=O)(=O)Nc2ccc(C)cn2)c(C)n(C)c1C,-1,1.5,-0.6,i,-0.9,-1.5,10,0.2,3
Cc1ccc2[nH]c(=O)c(CN(CC3COCCO3)C(=O)Nc3ccccc3F)cc2c1 (stereo unspecified),5,0.6,0.5,-0.4,nt,-1.1,5,-8.2,8
CCN(C(=O)COC(=O)C(Cc1ccccc1)N1C(=O)c2ccccc2C1=O)C1CCS(=O)(=O)C1 (stereo unspecified),-2,nt,-1.2,1.1,nt,1.0,8,1.0,11
CC(=O)Nc1ccc(C2=NN(c3ccccc3)C(c3ccccc3)C2)cc1 (stereo unspecified),105*,2.1,0.3,i,-0.9,0.5,6,2.7,0
CC1(NC(=S)NCCO)CCS(=O)(=O)C1 (stereo unspecified),4,nt,-0.2,-0.3,nt,-0.9,-6,2.1,-2
COc1ccc(/C=C2/C(=O)N(c3cccc(F)c3)N=C2C)c(OC)c1,1,0.8,-0.6,-0.7,0.5,-3.0,16,0.7,-4
COc1ccc(-c2cc(C(F)(F)F)nc(N)n2)cc1,26,0.7,-1.3,i,-1.7,-1.2,16,-0.3,6
O=[N+]([O-])c1cc(Cl)cc(/C=N\Nc2ccccn2)c1O,-1,nt,4.5,25*,-0.9,1.9,0,0.5,-9
c1ccc(-n2c(SCC3CCCCO3)nnc2-c2cccs2)cc1 (stereo unspecified),8,nt,3.0,1.7,2.8,0.8,11,0.3,9
NC(=O)CN1CCN(c2nc(-c3ccc(F)cc3)cs2)CC1,2,nt,-0.4,-1.1,-2.9,0.5,4,1.3,-1
COc1cc(/C=N/NC(=O)c2cccc(NC(=O)c3ccccc3C)c2)ccc1O,-1,4.7,-0.1,-0.4,nt,-2.2,16,-4.4,-13
COc1cccc(NC(=O)C2CCOC2=O)c1 (stereo unspecified),1,0.0,nt,i,-0.7,-2.6,-9,-1.1,0
